From PubChem BioAssay
Salmonella PhoP GFP = inhibitors of PhoP regulon expression, primary screen, Salmonella Typhimurium, GFP reporter (AID 1863); S. Typhimurium PhoP-regulated promoter GFP reporter, 4 h; higher % means a stronger effect; inhibition, % at 50 µM, or IC50 in µM where a hit was titrated; 300,000 compounds, 0.16% hits;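 active = inhibition over 29.93%, a cutoff 3 SD above the screen mean, later confirmed by dose response; inconclusive = inhibition over 29.93% but no dose response follow-up; inactive = inhibition at most 29.93% or unconfirmed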;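 also: 0% = low Mg2+ inducing control and 100% = high Mg2+ repressing control; strong numbers were not always called active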
MgcRacGAP inhibition = MgcRacGAP GTPase-activating activity inhibitors, confirmation, biochemical, ADP Hunter fluorescence; inhibition, % at 30 µM; hits with a dose series show IC50 in µM; AID 624330; MgcRacGAP-stimulated Rac1 GTP hydrolysis, ADP Hunter fluorescence; higher % means a stronger effect; GST-tagged Rac1 F28L mutant substrate; 340,000 compounds, 0.6% hits;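 active = first-screen hits whose inhibition reached a set limit at any dose in the follow-up dose series; inconclusive = inhibition above the set first-screen limit but never retested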;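 also: fluorescence reports GDP produced by GAP-driven GTP hydrolysis; strong numbers were not always called active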
Siah-1 displacement = blockers of Siah-1 interaction with plectin peptide – biochemical, fluorescence polarization, rhodamine-plectin, uHTS, primary screen (AID 1817) | Siah-1 / rhodamine-plectin peptide fluorescence polarization; higher % means a stronger effect | displacement, % at 20 µM; hits with a dose series show IC50 in µM | 290,000 compounds, 0.02% hits;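 active = displacement of at least 50% at 20 µM, with a fluorescence ratio check between 0.3 and a set limit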;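 also: plate controls were Siah plus tracer with DMSO for no effect and tracer alone without Siah for full effect; strong numbers were not always called active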
Myeloid diff 2 = compounds promoting myeloid differentiation. 360,000 compounds, 1% hits. calls only at 10 µM. AID 624256. ER-HoxA9 myeloid progenitors, lysozyme-GFP differentiation, flow cytometry;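 active = normalized GFP-positive differentiation at or above the plate's own cutoff, the solvent-only control mean plus 3 SD; inconclusive = no clear call, values can overlap the other calls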;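 also: cells exposed to compound for four days before flow analysis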
NTR1 agonist = NTR1-driven beta-arrestin-GFP spot formation – imaging, U2OS cells, high content, primary screen (AID 493036) | P30989 | activation, % at 20 µM | agonist mode | 330,000 compounds, 0.17% hits;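 active = activation at or above 40% of the spot to cytoplasm intensity ratio, with at least 20 cells analyzed; inconclusive = wells under 20 cells, flagged as cytotoxic or low count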;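 also: 0% = DMSO without peptide and 100% = 100 nM NTR1 peptide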
Target sequence (P30989 whole entry, looked up): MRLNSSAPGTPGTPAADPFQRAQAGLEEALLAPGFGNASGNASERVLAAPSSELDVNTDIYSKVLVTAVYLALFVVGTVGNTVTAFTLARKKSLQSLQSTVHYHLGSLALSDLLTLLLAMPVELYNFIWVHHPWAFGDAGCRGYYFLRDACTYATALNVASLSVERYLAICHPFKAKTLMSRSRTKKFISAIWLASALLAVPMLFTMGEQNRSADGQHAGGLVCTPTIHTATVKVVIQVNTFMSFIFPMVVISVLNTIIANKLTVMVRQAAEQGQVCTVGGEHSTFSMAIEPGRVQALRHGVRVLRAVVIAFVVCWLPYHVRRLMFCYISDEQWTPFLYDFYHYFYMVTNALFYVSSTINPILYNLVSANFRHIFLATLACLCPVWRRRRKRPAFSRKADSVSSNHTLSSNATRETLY
HIV peptide binding = inhibitors of HIV fusion peptide binding, primary screen, biochemical, uHTS, fluorescence dequenching (AID 1986); cell-free peptide binding, fluorescence dequenching, 30 min; higher % means a stronger effect; inhibition, % at 20 µM; hits with a dose series show IC50 in µM; 290,000 compounds, 0.3% hits; in the data active = inhibition mostly above about 52%, no sharp cut-off; inactive = mostly below about 76%; also: some results filed as inactive read as strong as hits
GPR35 arrestin U2OS = GPR35 antagonists blocking zaprinast-driven arrestin recruitment, primary screen, imaging, U2OS, beta-arrestin-GFP, zaprinast agonist (AID 2058) | U2OS GPR35 beta-arrestin-GFP translocation imaging, zaprinast antagonism; higher % means a stronger effect | inhibition, % at 10 µM, or IC50 in µM where a hit was titrated | 290,000 compounds, 0.052% hits;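 active = inhibition of at least 50% with at least 30 cells and total cytoplasm GFP at most 10,000,000; inconclusive = under 30 cells or total GFP of 10,000,000 plus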
LYP phosphatase = inhibitors of LYP phosphatase, biochemical, fluorescence intensity, uHTS (AID 1779); recombinant LYP phosphatase, fluorescence intensity; higher % means a stronger effect; inhibition, % at 11.5 µM, or IC50 in µM where a hit was titrated; 290,000 compounds, 0.054% hits; in the data active = inhibition above about 50%;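 also: plate controls were vehicle with enzyme for no effect and no enzyme for full effect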
GPR55 LPI antagonism = GPR55 antagonists blocking LPI-driven arrestin recruitment, primary screen, imaging, U2OS, beta-arrestin-GFP, LPI agonist (AID 2013). U2OS GPR55 beta-arrestin-GFP translocation imaging, LPI antagonism; higher % means a stronger effect. one-dose inhibition, % at 10 µM; IC50 in µM for titrated hits. 290,000 compounds, 0.13% hits;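 active = spots per cell inhibited over 60%, with over 100 cells counted and total cytoplasm intensity under 500,000; inconclusive = wells with under 100 cells, flagged as likely toxic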;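 also: U2OS cells stably carrying GPR55 and arrestin-GFP stimulated by 5 µM LPI near EC80; imaged beta-arrestin-GFP aggregate spots per cell after agonist stimulation; plate controls were LPI-stimulated DMSO wells for no effect and DMSO wells without LPI for full effect; some results filed as inactive read as strong as hits; confirmed hits need IC50 under 10 µM and bright autofluorescent wells are also inconclusive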
NTR1 agonist cell count 20 µM = also measured in NTR1 agonist; calls as there; cell count; measured here: cell count, cytotoxicity flag
Myeloid diff 2 GFP+ MAC1+ % = recorded beside Myeloid diff 2, whose call it bears; GFP+ MAC1+ double positive, %; measured here: differentiation confirmed by MAC1 staining
* = called active by the depositor; i = inactive; ? = inconclusive; nt = no result given; + = active, no number.

Preview (11 entries):
canonical_smiles | Salmonella PhoP GFP | MgcRacGAP inhibition | Siah-1 displacement | Myeloid diff 2 | Myeloid diff 2 GFP+ MAC1+ % | NTR1 agonist | NTR1 agonist cell count 20 µM | HIV peptide binding | GPR35 arrestin U2OS | LYP phosphatase | GPR55 LPI antagonism
Cc1ccc(C)c(S(=O)(=O)N2CCCOC2CNC(=O)C(=O)NCCC2=CCCCC2)c1 (centres undefined) | 3% | 3% | 12% | i | 0.2 | 3.7 | 54 | -0.7% | 17% | -2% | 3%
CCOc1ccc(S(=O)(=O)NCCC(=O)OCC(=O)N2CC(=O)Nc3ccccc32)cc1 | 1% | 2% | 6% | i | 0.4 | 0.2 | 28 | 0.6% | -2% | -2% | 16%
Cn1c(=O)c2c(ncn2CCCC(=N)N2CCOCC2)n(C)c1=O | 3% | 6% | 2% | i | 0.5 | -1.7 | 44 | 2.5% | -12% | -4% | 3%
Cc1nc(NCc2ccccn2)c2ccccc2n1 | 12% | 1% | 0% | i | 5.2 | -0.5 | 54 | 1.8% | -3% | -6% | 6%
NC(=O)CSc1nnc(Cn2cnc3ccccc32)o1 | -8% | 3% | -7% | i | 0.2 | -0.1 | 36 | -0.4% | -4% | 0% | -7%
O/N=C/c1cc(Cl)ccc1OCc1cccc2ccccc12 | 22% | nt | 5% | nt | nt | 16 | 77 | 0.1% | -8% | 4% | 24%
Cc1ccsc1/C=N/NC(=O)CNC(=O)c1c(F)cccc1Cl | -8% | -18% | 2% | i | 1.9 | -0.2 | 58 | 0.3% | -2% | -8% | 7%
CC(C)(C)C(=O)NC1CC2CCCC(C1)N2C(=O)Nc1ccccc1F (centres undefined) | 2% | 14% | -6% | i | 0.3 | -0.5 | 48 | 1.4% | -6% | -9% | -2%
COc1cc(C(=O)N2CCN(C(=O)C3CC3)CC2)cc(OC)c1OC | 4% | 10% | -4% | i | 0.4 | -1.2 | 51 | -0.2% | -9% | -7% | 6%
CCOc1cc2[nH]c(=O)n(CCCCC(=O)N3CCCCCC3)c(=O)c2cc1OCC | 20% | 8% | 24% | i | 0.5 | -1.4 | 96 | -1.1% | 0% | -2% | 11%
O=C(NCC1CCCO1)C1CCN(CC2CCCCC2)CC1 (centres undefined) | -5% | 27% | 2% | i | 0.4 | -0.3 | 54 | 2.1% | -13% | -9% | 2%

The listing, from the start:
canonical_smiles | Salmonella PhoP GFP | MgcRacGAP inhibition | Siah-1 displacement | Myeloid diff 2 | Myeloid diff 2 GFP+ MAC1+ % | NTR1 agonist | NTR1 agonist cell count 20 µM | HIV peptide binding | GPR35 arrestin U2OS | LYP phosphatase | GPR55 LPI antagonism
Cc1ccc(C)c(S(=O)(=O)N2CCCOC2CNC(=O)C(=O)NCCC2=CCCCC2)c1 (centres undefined) | 3% | 3% | 12% | i | 0.2 | 3.7 | 54 | -0.7% | 17% | -2% | 3%
CCOc1ccc(S(=O)(=O)NCCC(=O)OCC(=O)N2CC(=O)Nc3ccccc32)cc1 | 1% | 2% | 6% | i | 0.4 | 0.2 | 28 | 0.6% | -2% | -2% | 16%
Cn1c(=O)c2c(ncn2CCCC(=N)N2CCOCC2)n(C)c1=O | 3% | 6% | 2% | i | 0.5 | -1.7 | 44 | 2.5% | -12% | -4% | 3%
Cc1nc(NCc2ccccn2)c2ccccc2n1 | 12% | 1% | 0% | i | 5.2 | -0.5 | 54 | 1.8% | -3% | -6% | 6%
NC(=O)CSc1nnc(Cn2cnc3ccccc32)o1 | -8% | 3% | -7% | i | 0.2 | -0.1 | 36 | -0.4% | -4% | 0% | -7%
O/N=C/c1cc(Cl)ccc1OCc1cccc2ccccc12 | 22% | nt | 5% | nt | nt | 16 | 77 | 0.1% | -8% | 4% | 24%
Cc1ccsc1/C=N/NC(=O)CNC(=O)c1c(F)cccc1Cl | -8% | -18% | 2% | i | 1.9 | -0.2 | 58 | 0.3% | -2% | -8% | 7%
CC(C)(C)C(=O)NC1CC2CCCC(C1)N2C(=O)Nc1ccccc1F (centres undefined) | 2% | 14% | -6% | i | 0.3 | -0.5 | 48 | 1.4% | -6% | -9% | -2%
COc1cc(C(=O)N2CCN(C(=O)C3CC3)CC2)cc(OC)c1OC | 4% | 10% | -4% | i | 0.4 | -1.2 | 51 | -0.2% | -9% | -7% | 6%
CCOc1cc2[nH]c(=O)n(CCCCC(=O)N3CCCCCC3)c(=O)c2cc1OCC | 20% | 8% | 24% | i | 0.5 | -1.4 | 96 | -1.1% | 0% | -2% | 11%
O=C(NCC1CCCO1)C1CCN(CC2CCCCC2)CC1 (centres undefined) | -5% | 27% | 2% | i | 0.4 | -0.3 | 54 | 2.1% | -13% | -9% | 2%
O=C(c1cc2ccccc2oc1=O)N(Cc1cccs1)C1CCS(=O)(=O)C1 (centres undefined) | 1% | 9% | 4% | i | 0.4 | 0.7 | 58 | -0.9% | 13% | -2% | 8%
CSC(SC)=C(C#N)C(=O)c1ccccc1 | 1% | ? | 4% | i | 0.6 | 6.0 | 53 | 1.4% | -8% | -6% | 0%
CCOc1ccc(CCNC(=O)c2cccc3c2C(=O)N(CCOC)C3)cc1OCC | -4% | 7% | 1% | i | 0.3 | 4.1 | 90 | 0.1% | -7% | -6% | -8%
Cc1nc(-c2ccc(S(=O)(=O)Nc3ccc(Br)cc3F)cc2)co1 | -6% | -5% | -1% | i | 0.8 | -0.7 | 54 | 2.2% | -8% | -2% | 3%
Cc1ccc(OCCOCCOc2ccc(Br)cc2/C=N\NC(=O)c2ccncc2)cc1 | 8% | 8% | 3% | i | 0.1 | 1.9 | 47 | -1.2% | -6% | 2% | -2%
CC(=O)Oc1ccc(C(=O)Nc2cccc(-c3nnc(-c4ccco4)o3)c2)cc1 | -2% | 4% | 27% | + | 0.3* | 0.2 | 57 | 15% | -8% | -10% | 5%
CCCc1nnc(NC(=O)C(=O)NCCN(C)C)s1 | -11% | -8% | 8% | i | 0.4 | nt | nt | -0.6% | 16% | -7% | -10%
Cc1cc(C)cc(NS(=O)(=O)c2ccc3oc(=O)ccc3c2)c1 | 2% | 8% | -1% | i | 0.5 | 0.0 | 55 | -1.2% | -13% | -2% | 12%

Full records from above.
Entry for O/N=C/c1cc(Cl)ccc1OCc1cccc2ccccc12 = Salmonella PhoP GFP = 22%; MgcRacGAP inhibition = nt; Siah-1 displacement = 5%; Myeloid diff 2 = nt; Myeloid diff 2 GFP+ MAC1+ % = nt; NTR1 agonist = 16; NTR1 agonist cell count 20 µM = 77; HIV peptide binding = 0.1%; GPR35 arrestin U2OS = -8%; LYP phosphatase = 4%; GPR55 LPI antagonism = 24%
Entry for CC(C)(C)C(=O)NC1CC2CCCC(C1)N2C(=O)Nc1ccccc1F (centres undefined) = Salmonella PhoP GFP = 2%; MgcRacGAP inhibition = 14%; Siah-1 displacement = -6%; Myeloid diff 2 = i; Myeloid diff 2 GFP+ MAC1+ % = 0.3; NTR1 agonist = -0.5; NTR1 agonist cell count 20 µM = 48; HIV peptide binding = 1.4%; GPR35 arrestin U2OS = -6%; LYP phosphatase = -9%; GPR55 LPI antagonism = -2%
